UPR XBP1 act – activators of adaptive arm of unfolded protein response (XBP1); 330,000 compounds, 0.33% hits; AID 463104; activation, % at 20 µM; CHO-XBP1 luciferase reporter, IRE1-XBP1 UPR activation, luminescence; percent of tunicamycin response, DMSO as zero;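 active means versus positive control, 20 µM dose yields 30% or more activation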;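 further: 100% = tunicamycin at 10 µg/mL and 0% = DMSO only wells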
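Signal: luciferase luminescence; Assay system: CHO-XBP1 luciferase reporter cells; Amount: one thousand reporter cells per well; Dosing: 20 µM single concentration, DMSO 1%; Benchmarks: high control tunicamycin 10 µg/mL final, low control DMSO vehicle only; Schedule: 6 h compound exposure at 37 °C, 5% CO2; Evaluation: percent activation relative to tunicamycin reference.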
tim10-1 inh – inhibits growth of tim10-1 mutant yeast. 330,000 compounds, 2.2% hits. S. cerevisiae tim10-1 ts strain growth, BacTiter-Glo, 24 h. inhibition, % at 20 µM;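 active means inhibition of at least 40%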;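 further: mutant grown at 25 °C; 0% = DMSO wells with yeast and 100% = wells holding no yeast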
Jurkat NFkB inh – lowers PMA/ionomycin-induced NF-kB signal in Jurkat cells; 330,000 compounds, 0.53% hits; inhibition, % at 4 µM; PMA/ionomycin-induced NF-kB luciferase reporter, luminescence; in the data active means inhibition above about 50%
TIM10 inh – growth inhibitors of TIM10 yeast strain. 330,000 compounds, 1.4% hits. S. cerevisiae TIM10 strain growth, BacTiter-Glo luminescence, 24 h. inhibition, % at 10 µM;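 active means inhibition of 40% or more at the single tested concentration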;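 further: wild-type TIM10 isogenic control strain grown at permissive 25 °C; 0% = DMSO yeast wells and 100% = minimal medium wells without yeast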
697 NFkB inh – inhibitors of the PMA/ionomycin-induced NF-kB reporter in 697 B cells; 697 B-cell NF-kB luciferase reporter, 16 h; inhibition, % at 4 µM; 330,000 compounds, 0.33% hits; AID 435022; in the data active means inhibition above about 35%
Mdm2-MdmX inh – disrupts the human Mdm2-MdmX interaction. 330,000 compounds, 3% hits. inhibition, % at 8 µM. O15151+Q00987. SaOS-2 split-luciferase Mdm2/MdmX complementation, luminescence;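 active means inhibition of at least 50% at 8 µM in the primary screen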
Target sequence (O15151 whole entry, looked up): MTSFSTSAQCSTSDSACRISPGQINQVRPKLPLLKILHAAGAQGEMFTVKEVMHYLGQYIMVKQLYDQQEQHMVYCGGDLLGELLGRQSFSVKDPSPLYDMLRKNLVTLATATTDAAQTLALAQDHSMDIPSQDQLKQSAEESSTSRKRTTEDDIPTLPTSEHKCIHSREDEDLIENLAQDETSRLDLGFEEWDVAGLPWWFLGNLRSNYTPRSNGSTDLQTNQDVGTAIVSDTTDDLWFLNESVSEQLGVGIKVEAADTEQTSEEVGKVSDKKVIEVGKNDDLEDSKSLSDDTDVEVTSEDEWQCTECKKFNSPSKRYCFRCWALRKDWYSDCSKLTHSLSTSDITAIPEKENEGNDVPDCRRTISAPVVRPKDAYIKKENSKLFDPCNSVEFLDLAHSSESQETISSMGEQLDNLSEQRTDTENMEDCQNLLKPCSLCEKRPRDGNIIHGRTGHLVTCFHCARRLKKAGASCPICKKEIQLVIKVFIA
Target sequence (Q00987 whole entry, looked up): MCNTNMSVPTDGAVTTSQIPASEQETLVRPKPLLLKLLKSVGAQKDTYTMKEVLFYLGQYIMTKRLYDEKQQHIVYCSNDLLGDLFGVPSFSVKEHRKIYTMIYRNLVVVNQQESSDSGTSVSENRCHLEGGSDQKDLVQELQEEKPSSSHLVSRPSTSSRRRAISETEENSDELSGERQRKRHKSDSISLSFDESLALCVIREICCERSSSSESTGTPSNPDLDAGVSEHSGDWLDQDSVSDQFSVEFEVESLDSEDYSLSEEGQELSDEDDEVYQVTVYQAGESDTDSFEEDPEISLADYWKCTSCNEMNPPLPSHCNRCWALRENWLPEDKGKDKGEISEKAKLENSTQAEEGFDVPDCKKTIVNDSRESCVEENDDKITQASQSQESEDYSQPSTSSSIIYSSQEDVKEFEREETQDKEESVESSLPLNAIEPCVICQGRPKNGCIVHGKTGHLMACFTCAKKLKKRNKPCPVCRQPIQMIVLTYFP
tim23-1 inh – growth inhibitors of tim23-1 mutant yeast | S. cerevisiae tim23-1 growth, BacTiter-Glo luminescence, 24 h | inhibition, % at 20 µM | 330,000 compounds, 1.3% hits | AID 463212;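 active means growth inhibition of the mutant yeast at or above 50%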;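 further: temperature-sensitive mutant grown at 25 °C; plate controls were DMSO-treated mutant yeast for no effect and medium wells lacking yeast for full effect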
CHOP UPR activ – apoptotic UPR (CHOP) activation. CHO-CHOP luciferase reporter, luminescence; percent of tunicamycin response over DMSO baseline. 330,000 compounds, 0.34% hits. activation, % at 10 µM;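 active means at 10 µM dose, activation of 40% or more, normalized to positive control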;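 further: 100% = tunicamycin at 10 µg/mL and 0% = DMSO alone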
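Material: CHO-CHOP cells, stable luciferase reporter of PERK-eIF2a-CHOP signalling; quantity: 500 reporter cells seeded per well; buffer or medium: F12 medium containing 10% fetal bovine serum; compound: one dose, 10 µM in 0.5% DMSO; incubation: 6 h compound treatment, 37 °C; measured by: Steady-Glo luciferase luminescence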
* hit, by the source's call; i = inactive.

| Structure | UPR XBP1 act | tim10-1 inh | Jurkat NFkB inh | TIM10 inh | 697 NFkB inh | Mdm2-MdmX inh | tim23-1 inh | CHOP UPR activ |
| --- | --- | --- | --- | --- | --- | --- | --- | --- |
| O=C(NCCCN1CCCC1=O)C1CCN(S(=O)(=O)c2c(Cl)cccc2Cl)CC1 | -1 | 0 | -7 | -3 | -17 | 9 | 16 | -1.5 |
| C[C@@H]1CN([C@H](C)CO)C(=O)Cc2cc(NC(=O)CCC(F)(F)F)ccc2O[C@@H]1CN(C)C(=O)Nc1ccccc1 | 0 | -11 | 4 | -5 | 3 | 9 | 2 | 1.1 |
| Cc1ccc(NC(=O)c2ccc3c(c2)OCCO3)cc1C | -11 | 15 | -84 | 33 | -264 | -27 | 64* | -3.1 |
| CCC(=O)N1C(Cc2ccccc2)COC1(C)C (centres undefined) | -4 | 1 | -4 | -5 | -11 | 2 | -6 | 0.4 |
| CC(C)(C)c1ccc2c(c1)OC(C(=O)N/N=C\c1ccccn1)CO2 (centres undefined) | -1 | -16 | -3 | 26 | 17 | -2 | 11 | 1.4 |
| Cc1cc(-n2cnc(-c3cn(C)nc3C)n2)no1 | -1 | -10 | -3 | -2 | -6 | 10 | -3 | 3.8 |
| Cc1cccc(Nc2nc(N)c(C#N)c(CC#N)c2C#N)c1 | 2 | 14 | 5 | -2 | 2 | 15 | 12 | 3.8 |
| O=C(COC(=O)c1ccc(Cl)nc1)NCc1ccc2c(c1)OCO2 | -1 | 17 | 0 | -6 | -23 | -9 | 6 | 0.2 |
| COc1cccc(N2CC(C(=O)Nc3nnc(SCCN4CCOCC4)s3)CC2=O)c1 (centres undefined) | -3 | -6 | -1 | 8 | 11 | 11 | -1 | 0.5 |
| CCN1CCN(C(=O)c2c(-c3c(Cl)cccc3Cl)noc2C)CC1 | -1 | 11 | -9 | -14 | 17 | 1 | 11 | -4.4 |
| COc1ccc(NC(=O)COC(=O)CCc2ccccc2)c(OC)c1 | -6 | -4 | -4 | 10 | 2 | 29 | 13 | -1.1 |
| CCOC(=O)N1CCN(C(=O)C2CCCN(S(=O)(=O)c3ccc(OCC)cc3)C2)CC1 (centres undefined) | -9 | 9 | 12 | 5 | 17 | 41 | 9 | 3.0 |
| COc1ccccc1NC(=O)c1cc(S(=O)(=O)NC2CCCC2)ccc1F | 2 | 48* | -3 | 22 | 7 | -1 | 20 | 1.8 |
| Cc1ccc(-n2c(SCC(=O)N3CCC(C(=O)O)CC3)nc3ccccc3c2=O)cc1C | 0 | 27 | -24 | 7 | -97 | 17 | 20 | 2.4 |
| CCO[C@H]1OC(C(=O)O)=C[C@@H](c2ccccc2)[C@@H]1CCCO | -2 | -4 | -7 | -9 | -10 | 7 | 10 | 0.8 |
| CCN(CC)C(=O)CSc1nnc(-c2cccnc2)n1Cc1ccccc1 | -2 | 15 | -8 | 23 | 5 | 17 | 35 | -0.5 |
| COc1c(OC(C)=O)ccc(/C=N\NC(=O)c2ccc(Br)cc2)c1[N+](=O)[O-] | 9 | 4 | 10 | -6 | 10 | 17 | -21 | 3.2 |
| O=[N+]([O-])c1cc(-c2ccc(/C=N\n3cnnc3)o2)cc([N+](=O)[O-])c1 | -4 | 15 | 3 | 10 | 18 | 16 | 18 | 0.9 |
| Cc1cc(OCC(=O)NCCc2cccc(F)c2)c2c(C)cc(=O)oc2c1 | -2 | -5 | 1 | 8 | -5 | 27 | 2 | 3.3 |
| C[n+]1cc(C(=O)N2CCCCC2)ccc1/C=C/c1c[nH]c2ccccc12 | -1 | 6 | -5 | -15 | 7 | 0 | 12 | -0.9 |
| CCc1ccc(NC(=O)[C@H](Cc2c[nH]c3ccccc23)NC(=O)[C@@H]2Cc3ccccc3CN2)cc1 | 0 | 16 | -67 | 9 | i | 93* | 18 | 5.7 |
| Cc1cc(NC(=O)COC(=O)c2oc3c(Cl)cccc3c2C)no1 | -1 | -10 | -10 | -17 | 8 | 11 | 1 | 2.0 |
| O=c1c2c3c(sc2nc2n1CCC2)CCC3 | 2 | 11 | -7 | 1 | 0 | 17 | 15 | -1.4 |
| CCC(=O)Nc1nnc(CSCc2ccccc2)s1 | -2 | 17 | 9 | 6 | -29 | 11 | 23 | -1.2 |
| CC(C(=O)NC1=NCCS1)N1C(=O)C2CC=CCC2C1=O (centres undefined) | 2 | 9 | -5 | 0 | 10 | -23 | 6 | 2.2 |
| Cc1nc([N+](=O)[O-])cn1CC(=O)NCCCO | -2 | 3 | 10 | -6 | -5 | -10 | 4 | -0.4 |
| CC(=O)NC(Cc1ccc(O)cc1)C(=O)NN (centres undefined) | -7 | 3 | -4 | 9 | 4 | 26 | -7 | 0.5 |
| O=C(NCc1cccs1)C1CCN(S(=O)(=O)c2ccc(Cl)cc2)CC1 | 1 | 3 | 7 | 16 | 21 | -2 | 8 | 0.9 |
| CN(C)c1ccc(/C=N/NC(=O)c2nnn(-c3nonc3N)c2CN2CCCCCC2)cc1 | 59* | 11 | -4 | -2 | -4 | 1 | 0 | 24 |
| O=C(CC(=O)c1ccccc1O)c1ccc(F)cc1 | 2 | 20 | -37 | 35 | -75 | -1 | 61* | 17 |
| CC(=O)c1ccc(N2CCN(C(=O)COc3ccc(F)cc3)CC2)c(F)c1 | 6 | 5 | 5 | 9 | 9 | 24 | 7 | -2.9 |
| Cc1ccccc1NC(=S)NCCO | 2 | 5 | 4 | -1 | 4 | 17 | -4 | -2.3 |
| CCOC(=O)C1=C(N)Oc2cc(C)[nH]c(=O)c2C1c1ccncc1 (centres undefined) | -3 | 2 | 8 | -2 | 16 | 18 | 15 | -0.1 |
| O=C(NN1C(=O)C2C3C=CC(C3)C2C1=O)C(O)c1ccccc1 (centres undefined) | -1 | 22 | 10 | 8 | 10 | -17 | 0 | -1.3 |
| CCn1cc(C(=O)O)c(=O)c2cc(F)c(N3CCN(C(=S)NC(=O)c4cc(OC)cc(OC)c4)CC3)cc21 | -1 | 35 | 2 | -3 | 0 | 20 | 17 | -0.1 |
| COc1ccccc1N1CCN(/N=C/c2ccccc2C(=O)O)CC1 | -3 | -4 | 9 | 1 | 0 | 10 | -3 | 3.1 |
| Cc1ccc(SCC(=O)N2N=CCC2c2ccccc2)cc1 (centres undefined) | 0 | 30 | 24 | 27 | -5 | -23 | 17 | 2.4 |
| CCCc1nnc(NC(=O)Nc2ccc(OC)cc2)s1 | 5 | 25 | -5 | 27 | 0 | -15 | 30 | 2.8 |
| Cc1cc(NC(=O)CSc2nc(-c3cccnc3)ccc2C#N)no1 | -2 | 8 | -18 | 10 | -7 | 1 | 12 | -0.8 |
| Cc1ccccc1Cn1nc(C)c(NC(=O)c2noc3c2CC(C(C)(C)C)CC3)c1C (centres undefined) | -2 | 38 | 6 | 24 | 25 | 23 | 31 | 0.6 |
| COc1ccc(-c2ccc3c(c2)O/C(=C\c2ccsc2)C3=O)cn1 | 1 | 12 | -12 | 11 | -40 | -61 | 35 | 5.0 |
| CC(C)(C)NC(=O)CN(Cc1ccc2c(c1)OCO2)C(=O)CNC(=O)c1cccs1 | -3 | -7 | 14 | -7 | 15 | -15 | 7 | 0.1 |
| Cc1ccc(C(=O)c2ccccc2C(=O)Nc2ccccc2)cc1 | 0 | 20 | 4 | 10 | 8 | 17 | 35 | 1.0 |
| CC1CCC(NC(=O)Nc2cccs2)CC1 (centres undefined) | 4 | 54* | -23 | 60* | -21 | -3 | 37 | 2.6 |
| O=C(O)C(Cc1ccc(Cl)cc1)NS(=O)(=O)c1ccc(Cl)cc1 (centres undefined) | -8 | 12 | -6 | -1 | -2 | 19 | 16 | -0.3 |
| Cc1c(NC(=O)C2CCCN(S(=O)(=O)c3cnc[nH]3)C2)c(=O)n(-c2ccccc2)n1C (centres undefined) | 0 | -13 | -3 | 6 | -3 | 16 | 9 | 0.6 |
| CCOc1cc(CNC2CCCC2)cc(Cl)c1OCc1ccc(F)cc1 | 0 | 10 | 2 | 19 | 6 | 58* | 7 | 0.0 |
| COc1ccc(C2C=C(C34CC5CC(CC(C5)C3)C4)NC(=S)N2)cc1 (centres undefined) | -1 | 43* | 10 | 22 | 7 | 20 | 35 | -2.0 |
| CCOc1ccccc1NC1c2ccccc2C(=O)N1Cc1ccco1 (centres undefined) | -2 | 15 | 10 | -4 | -14 | -9 | 22 | 1.8 |
| COc1ccc(CCNC(=O)c2c(O)c3cccc4c3n(c2=O)CC4)cc1OC | 3 | 43* | 9 | 57* | 21 | 24 | 53* | 1.5 |
| C=C(C)CSc1nnc([C@@H](NC(=O)OC(C)(C)C)C(C)CC)o1 (some centres undefined) | 0 | 23 | 0 | 10 | -32 | 4 | 31 | -4.1 |
| CCOc1ccc(CNC(=O)Cn2ccc3cc(S(=O)(=O)N4CCCC4)ccc32)cc1 | -1 | 0 | 4 | -2 | -6 | 11 | 2 | 0.4 |

3 compounds from above, arranged by the number in Mdm2-MdmX inh, high to low:
Compound	UPR XBP1 act	tim10-1 inh	Jurkat NFkB inh	697 NFkB inh	Mdm2-MdmX inh
Cc1ccccc1NC(=S)NCCO	2	5	4	4	17
Cc1cccc(Nc2nc(N)c(C#N)c(CC#N)c2C#N)c1	2	14	5	2	15
Cc1ccc(SCC(=O)N2N=CCC2c2ccccc2)cc1 (centres undefined)	0	30	24	-5	-23

Given with each value named: part of the list above.
> Cc1ccc(SCC(=O)N2N=CCC2c2ccccc2)cc1 (centres undefined)
  UPR XBP1 act = 0
  tim10-1 inh = 30
  Jurkat NFkB inh = 24
  TIM10 inh = 27
  697 NFkB inh = -5
  Mdm2-MdmX inh = -23
  tim23-1 inh = 17
  CHOP UPR activ = 2.4

> CCCc1nnc(NC(=O)Nc2ccc(OC)cc2)s1
  UPR XBP1 act = 5
  tim10-1 inh = 25
  Jurkat NFkB inh = -5
  TIM10 inh = 27
  697 NFkB inh = 0
  Mdm2-MdmX inh = -15
  tim23-1 inh = 30
  CHOP UPR activ = 2.8

> Cc1cc(NC(=O)CSc2nc(-c3cccnc3)ccc2C#N)no1
  UPR XBP1 act = -2
  tim10-1 inh = 8
  Jurkat NFkB inh = -18
  TIM10 inh = 10
  697 NFkB inh = -7
  Mdm2-MdmX inh = 1
  tim23-1 inh = 12
  CHOP UPR activ = -0.8

> Cc1ccccc1Cn1nc(C)c(NC(=O)c2noc3c2CC(C(C)(C)C)CC3)c1C (centres undefined)
  UPR XBP1 act = -2
  tim10-1 inh = 38
  Jurkat NFkB inh = 6
  TIM10 inh = 24
  697 NFkB inh = 25
  Mdm2-MdmX inh = 23
  tim23-1 inh = 31
  CHOP UPR activ = 0.6

Assay outcomes deposited in PubChem BioAssay by Sanford-Burnham Center for Chemical Genomics.
